Assay outcomes as filed in PubChem.
NFkB transloc inh – blocks IL-1B driven NFkB nuclear translocation in HUVEC cells; HUVEC IL-1B NFkB p65 nuclear translocation imaging; inhibition, % at 2 µM; 94,000 compounds, 0.43% hits; AID 796;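 active means inhibition above about 30% together with a positive call from visual inspection of the well image, limit read from the data; inconclusive means inhibition above a set limit but visual check negative; inactive means inhibition not above a set limit, visual check negative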;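 further: nuclear over cytoplasmic p65 intensity ratio measured by imaging; 0% = IL-1B stimulated DMSO wells and 100% = unstimulated DMSO wells; values of inactives mirror those of a sister screen read the other way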
MRP resist rev – compounds reversing MRP-mediated drug resistance; H69AR cells + 2 uM doxorubicin, CellTiter-Glo, 72 h; differential viability (reversal), % at 10 µM; 85,000 compounds, 0.04% hits; AID 602;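 active means viability drop by adding the cancer drug above about 55%, with treated viability meeting a 40% cutoff, limit read from the data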;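 further: viability without doxorubicin minus viability with 2 µM doxorubicin for each compound; larger differential means the compound sensitizes cells more to doxorubicin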
Bcl-B displacement – displacers of TR3 peptide from Bcl-B, primary screen, selectivity assay for Bfl-1 inhibitor project, biochemical, fluorescence polarization | FP displacement of FITC-TR3 peptide from Bcl-B; higher % means a stronger effect | displacement, % at 20 µM, or IC50 in µM where a hit was titrated | 96,000 compounds, 0.11% hits;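 active means displacement above 50% at 20 µM plus a fluorescence interference ratio under 1.5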;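 further: plate controls were wells without compound for no effect and wells lacking Bcl-B protein for full effect; a part of the inactive calls stands beside numbers as strong as those of hits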
IL1B NFkB pot – enhances IL-1B driven NFkB nuclear translocation; AID 819; 94,000 compounds, 0.3% hits; HUVEC IL-1B NFkB p65 nuclear translocation imaging; activation, % at 2 µM;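 active means activation above 40%, about the mean plus 3 SD, also judged a hit on visual image review; inconclusive means activation above 40% but not a hit on visual review; inactive means activation not above 40% and no visual hit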;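 further: percent activation is computed from the nuclear over cytoplasmic p65 intensity ratio; values of inactives mirror those of a sister screen read the other way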
PLAP inhibition – PLAP enzyme inhibitors, biochemical, luminescence, HTS (AID 690); purified PLAP, luminescent substrate; higher % means a stronger effect; inhibition, % at 20 µM, or IC50 in µM where a hit was titrated; 96,000 compounds, 0.08% hits; in the data active means a potency from the dose series; inactive means the rest, 99 in 100 with inhibition below about 30%; further: strong numbers were not always called active
MRP resist rev cytotoxicity – also measured in MRP resist rev; calls as there; viability, %; H69AR cells, CellTiter-Glo, 72 h; measured here: cytotoxicity without doxorubicin
MRP resist rev with doxorubicin – further read-out of MRP resist rev, marked with its call; viability, %; measured here: viability with 2 uM doxorubicin; hits give low values
NFkB transloc inh cell count 2 µM – also measured in NFkB transloc inh; calls as there; cell count; measured here: cells passing quality filter;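 raw number of nuclei counted in each imaged well without normalization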
IL1B NFkB pot cell count 2 µM – recorded beside IL1B NFkB pot, whose call it bears; cell count; measured here: cells passing quality filter
Active calls of the source: *; ? = inconclusive; · = no result given.

SMILES	NFkB transloc inh	NFkB transloc inh cell count 2 µM	MRP resist rev	MRP resist rev cytotoxicity	MRP resist rev with doxorubicin	Bcl-B displacement	IL1B NFkB pot	IL1B NFkB pot cell count 2 µM	PLAP inhibition
CCOc1ccc(OCC)c(NC(=O)CCn2c(=O)oc3ccccc32)c1	-13	104	·	·	·	2%	13	104	6%
CCc1cccc(CC)c1NC(=O)CN1CCN(c2ccccc2)CC1	-24	115	-2	96	98	12%	24	115	-85%
Cc1cc(N2CCOCC2)nc2ccc(NC(=O)CCC(=O)N3CCCC(C)C3)cc12 (stereo not given)	2	152	·	·	·	12%	-2	152	-64%
COc1ccc(-c2nc(=S)[nH][nH]2)cc1	4	175	-20	77	97	2%	-4	175	-103%
CN1CCN(Cc2nc3c(c(=O)[nH]c(=O)n3C)n2CCc2ccccc2)CC1	-7	40	5	86	82	·	7	40	·
O=C(CSc1ccccc1)NCCCN1CCOCC1	12	102	-9	86	94	4%	-12	102	20%
COCCn1c(=O)[nH]c2cc(C(=O)NCc3cccnc3)ccc2c1=O	-16	115	13	102	89	-4%	16	115	-18%
CCn1cc(S(=O)(=O)CC(=O)Nc2cc(C)on2)c2ccccc21	7	114	-23	56	79	-6%	-7	114	-5%
Cc1ccc(NC(=O)CSC(N)=O)cc1Cl	-3	200	-33	18	51	-15%	3	200	26%
c1cc2c(cc1CN1CCOCC1)OCO2	-5	168	-7	91	98	-11%	5	168	11%
Cc1csc(NC(=O)C2COc3ccccc3O2)n1 (stereo not given)	0	39	0	103	103	1%	0	39	-18%
O=C(NN1C(=O)C2C3C=CC(C4CC34)C2C1=O)c1ccc(Cl)cc1Cl (stereo not given)	-18	169	·	·	·	22%	18	169	-11%
N#Cc1cc2c(nc1SCc1ccc(Cl)cc1)CCCC2	8	106	7	88	82	·	-8	106	·
CC(C)Cc1nc(S(=O)(=O)c2ccc(Cl)cc2)c(N2CCOCC2)o1	-6	144	4	98	94	-6%	6	144	8%
COc1ccc(C2N(c3ccccn3)C(=O)C3CCCN32)c(OC)c1 (stereo not given)	3	126	-3	97	100	3%	-3	126	-28%
CC(C)OCCCNc1ncnc2c1[nH]c1ccc(F)cc12	-10	197	-20	52	72	3%	10	197	-17%
CN(C)S(=O)(=O)n1ccnc1	-1	167	7	96	89	2%	1	167	7%
CCOc1ccccc1NC(=O)CCN1CCN(S(=O)(=O)c2ccc(OC)cc2)CC1	10	84	-14	68	82	5%	-10	84	-8%
CCOC(=O)Cn1nnnc1C(CC)N(Cc1cc2ccc(C)cc2[nH]c1=O)C1CCCC1 (stereo not given)	-36	77	-3	84	87	-20%	36	77	-52%
COC(=O)C(Cc1cnc(Cl)s1)(C(=O)OC)c1ccc(C(F)(F)F)cc1[N+](=O)[O-]	-12	187	18	90	71	1%	12	187	-42%
Cc1nc(C)c(C(=O)Nc2ccccc2-c2ccccc2)o1	-8	106	5	81	77	-31%	8	106	-21%
CCOc1ccc(C(CCc2ccccc2)NC(=O)c2ccccc2)cc1OCC (stereo not given)	-11	144	·	·	·	7%	11	144	14%
O=C(CSc1nnc(-c2ccc(Br)o2)n1Cc1ccccc1)c1ccccc1F	-6	180	-3	86	89	-7%	6	180	4%
CCCCC(=O)Nc1ccnc(-c2cccnc2)n1	0	109	·	·	·	-2%	0	109	4%
Cc1ccc(NC(=O)c2ccc(CSc3nnc(-c4ccncc4)n3C)cc2)cc1	2	156	·	·	·	-4%	-2	156	-2%
COc1cccc(-n2c(Cc3cc(=O)[nH]c(=O)[nH]3)nnc2SCC(=O)NC2CCCCC2)c1	21	144	-9	84	93	10%	-21	144	-61%
CC(C)(C)c1cc2cccnc2n1Cc1cccc(Cl)c1	-2	128	·	·	·	-2%	2	128	32%
COC(=O)c1sccc1NC(=O)c1ccc(C)s1	-15	104	-20	57	77	·	15	104	·
COc1ccc(NC(=S)N2CCC(C(=O)N3CCCCCC3)CC2)cc1	14	64	·	·	·	-2%	-14	64	-31%
O=c1cc(CSc2nnc(-c3cccnc3)n2-c2ccccc2F)nc2sccn12	4	162	18	104	86	40%	-4	162	-19%
Cc1cc2c(n1-c1ccc(Cl)cc1)CC(C)(C)CC2=O	-3	151	-19	59	77	0%	3	151	10%
COc1ccc(OC)c2[nH]c(=O)c(CCNC(=O)c3ccc(S(=O)(=O)N4CCCC4)cc3)cc12	-18	60	-20	56	76	0%	18	60	-17%
CCOC(=O)Cn1c(=O)oc2cc(S(=O)(=O)Nc3ccc(F)cc3)ccc21	-3	42	13	97	83	-21%	3	42	-6%
Oc1ccc2ccccc2c1C=Nc1cc(C(F)(F)F)ccc1N1CCCC1	-9	140	·	·	·	49%	9	140	1%
Cc1n[nH]c(=O)nc1N1CCN(c2ccccc2)CC1	-4	114	1	101	100	-5%	4	114	-2%
Cc1nc2c(Br)cc(Br)cc2cc1O	?	·	3	89	87	-8%	-30	101	-9%
COc1ccccc1OCc1ccc(C(=O)NCC2CCCO2)o1 (stereo not given)	-8	91	19	98	79	3%	8	91	2%
c1ccc2[nH]c(NCCCN3CCOCC3)nc2c1	-26	189	·	·	·	4%	26	189	3%
O=c1oc2ccccc2c(Nc2cccc3ccccc23)c1[N+](=O)[O-]	5	138	-27	56	83	2%	-5	138	2%
Cc1cc(C)n2cc(CSc3nc4cc(Cl)ccc4o3)nc2n1	13	97	10	93	83	1%	-13	97	-48%
Cc1ccc(S(=O)(=O)NCC(=O)OC2CCOC2=O)cc1 (stereo not given)	-4	204	-5	98	103	9%	3	204	-11%
Cc1ccc(P(=Nc2ccccc2)(N2CCOCC2)N2CCOCC2)o1	0	94	9	91	82	-9%	0	94	-19%
COC(=O)c1oc2ccc(Br)cc2c1-n1cccc1	40*	95*	9	94	85	-2%	-40	95	5%
O=C1c2ccc(-c3nc4ccccc4o3)cc2C(=O)N1Cc1ccccc1	3	118	·	·	·	·	-3	118	·
Cc1ccc(C(=O)CSc2ncnc3sc4c(c23)CCC(C)C4)cc1 (stereo not given)	-24	101	-8	76	84	·	24	101	·

An excerpt of these results, in markdown:
| smiles | NFkB transloc inh | NFkB transloc inh cell count 2 µM | MRP resist rev | MRP resist rev cytotoxicity | MRP resist rev with doxorubicin | Bcl-B displacement | IL1B NFkB pot | IL1B NFkB pot cell count 2 µM | PLAP inhibition |
| --- | --- | --- | --- | --- | --- | --- | --- | --- | --- |
| c1ccc2[nH]c(NCCCN3CCOCC3)nc2c1 | -26 | 189 | · | · | · | 4% | 26 | 189 | 3% |
| Cc1cc(C)n2cc(CSc3nc4cc(Cl)ccc4o3)nc2n1 | 13 | 97 | 10 | 93 | 83 | 1% | -13 | 97 | -48% |
| Cc1nc2c(Br)cc(Br)cc2cc1O | ? | · | 3 | 89 | 87 | -8% | -30 | 101 | -9% |
| O=C1c2ccc(-c3nc4ccccc4o3)cc2C(=O)N1Cc1ccccc1 | 3 | 118 | · | · | · | · | -3 | 118 | · |

The list continues:
SMILES	NFkB transloc inh	NFkB transloc inh cell count 2 µM	MRP resist rev	MRP resist rev cytotoxicity	MRP resist rev with doxorubicin	Bcl-B displacement	IL1B NFkB pot	IL1B NFkB pot cell count 2 µM	PLAP inhibition
Cc1nnc(NCc2ccco2)s1	-14	147	-3	87	90	-2%	14	147	6%
Cc1cc(C)n(-c2nc3c(c(=O)n(Cc4ccc(Cl)c(Cl)c4)c(=O)n3C)n2C)n1	-3	139	-15	38	53	·	3	139	·
Cn1c(SCC(=O)N(Cc2ccccc2)C(C)(C)C)nc2ccccc21	7	162	·	·	·	0%	-7	162	17%
O=C(CCN1c2ccccc2Sc2ccccc21)OCC(=O)N1CCN(C(=O)c2ccco2)CC1	-32	115	12	111	99	0%	32	115	-51%
O=C(COc1ccc(Br)cc1F)NC1CCN(Cc2ccccc2)CC1	10	156	·	·	·	0%	-10	156	-67%
Cn1nc(C(F)(F)F)c(/C=N/OC(=O)c2ccccc2)c1SCc1ccccc1Cl	2	137	·	·	·	3%	-2	137	-4%
c1ccc2sc(SCc3ccc(-c4nnco4)cc3)nc2c1	3	146	2	106	103	-2%	-3	146	-24%
COC(=O)/C=C1/S/C(=N/NC(=O)c2ccccc2)NC1=O	-8	170	-2	78	80	-5%	8	170	-66%
CN(C)C(CNC(=O)CCCOc1ccccc1)c1ccco1 (stereo not given)	-6	151	·	·	·	-1%	6	151	-103%
CC(C)CNC(=O)CCCc1c[nH]c2ccccc12	-15	160	-3	93	96	-3%	15	160	0%
CCOc1ccc(NC(=O)NCC2CCN(c3ccc(OC)cc3)C2)cc1 (stereo not given)	-4	179	8	99	90	16%	3	179	13%
CCOC(=O)c1nnn(-c2nonc2N)c1CSc1ccccn1	-9	192	24	96	72	6%	9	192	17%
COc1ccc(-n2c(=O)c3c4c(sc3n3c(C)nnc23)COC(C(C)C)C4)cc1 (stereo not given)	-16	120	5	82	77	·	16	120	·
Cc1cc(C)cc(-n2nnnc2SCC(=O)Nc2nc(-c3ccc(Cl)cc3)cs2)c1	-2	159	·	·	·	-24%	2	159	2%
CCC(=O)Nc1nnc(SCC(=O)N2c3ccccc3CC2C)s1 (stereo not given)	0	78	10	92	82	·	1	78	·
Cc1ccc(Cc2c(C)nc3nc(SCC(=O)NCCN4CCOCC4)nn3c2C)cc1	11	166	10	94	84	8%	-11	166	-66%
CCOC(=O)COc1c(OC)cc(Cl)cc1C1Nc2ccccc2C(=O)N1c1cccc(C)c1 (stereo not given)	1	184	·	·	·	-1%	-1	184	-16%
O=C(O)c1ccccc1NS(=O)(=O)c1cccc(C(F)(F)F)c1	7	167	22	104	83	10%	-7	167	-55%
COc1ccc(CNC(=O)CSc2nnnn2-c2ccccc2)cc1	·	·	-8	89	98	-2%	·	·	30%
COCCNC(=O)CN(CC1CCCO1)C(=O)CCC(=O)Nc1ccccn1 (stereo not given)	16	123	6	100	94	5%	-16	123	-15%
CCOc1cccc(-c2nnc3sc(COc4ccc(OC)cc4)nn23)c1	-3	134	-30	51	81	8%	3	134	-4%
COCCN(CCOC)c1ncc(Cl)c(C(=O)c2c(C)cc3ccccn23)n1	-5	100	-39	44	82	-6%	5	100	-44%
Cc1nn(C)c(C)c1S(=O)(=O)N1CCC(C(=O)NC2CCCCCC2)CC1	·	·	15	106	91	0%	·	·	-9%
O=C(O)CCN1C(=O)NC2(CCCC2)C1=O	4	211	-15	99	114	-9%	-4	211	21%
CC(=O)Oc1ccc2nc(-c3cccs3)oc(=O)c2c1	-4	160	-3	99	102	-4%	4	160	8%
Cc1[nH]c(-c2ccc3c(c2)OCO3)nc1C(=O)O	9	197	·	·	·	13%	-9	197	8%
Cc1cc(C)nc(SC2CCOC2=O)n1 (stereo not given)	-7	114	13	109	96	-7%	7	114	11%
COc1ccc(OC)c(-c2cc(C(=O)Nc3sc4c(c3C#N)CCC(C)C4)c3ccccc3n2)c1 (stereo not given)	4	132	·	·	·	-22%	-4	132	-4%
CN(c1ccccc1C(=O)NCc1ccccn1)S(C)(=O)=O	-5	163	·	·	·	-5%	5	163	18%
COc1ccc(NC2=CC(=O)CC(C)(C)C2)cc1OC	-7	147	1	95	93	8%	7	147	0%
CN(C)C(=O)N1CCCC(C(=O)NCc2ccccc2)C1 (stereo not given)	-6	157	12	96	84	-7%	5	157	4%
COc1ccc(S(=O)(=O)NCc2ccc(C(=O)N3CCN(c4ccccn4)CC3)cc2)cc1	-4	127	-7	92	99	3%	4	127	0%
COc1ccc(NS(=O)(=O)c2cccs2)c(OC)c1	-34	195	·	·	·	-6%	35	195	0%
Nn1c(SCc2nc3ccccn3c2Br)nnc1-c1cccnc1	6	126	-5	79	84	0%	-6	126	5%
Cc1[nH]c2c(Cl)cccc2c(=O)c1CN1CCCC1	·	·	·	·	·	-2%	·	·	25%
Cc1ccc(C(=O)CSC2=C(C#N)C(c3ccco3)C3=C(CCCC3=O)N2)cc1 (stereo not given)	·	·	-43	19	62	3%	·	·	-19%

A portion of the library, so the mix of outcomes need not match the whole.
